Assay outcomes as filed in PubChem.
hcGAS inh = Primary biochemical luminescence assay for human cyclic GMP-AMP synthase inhibitors; 290,000 compounds, 0.081% hits; Q8N884; recombinant h-cGAS, ATP depletion, Kinase-Glo luminescence; AID 1259398, 2018; inhibition, % at 12.5 µM;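 further: 0% = vehicle reaction and 100% = reaction without DNA for no activity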
Target sequence (Q8N884 whole entry, looked up): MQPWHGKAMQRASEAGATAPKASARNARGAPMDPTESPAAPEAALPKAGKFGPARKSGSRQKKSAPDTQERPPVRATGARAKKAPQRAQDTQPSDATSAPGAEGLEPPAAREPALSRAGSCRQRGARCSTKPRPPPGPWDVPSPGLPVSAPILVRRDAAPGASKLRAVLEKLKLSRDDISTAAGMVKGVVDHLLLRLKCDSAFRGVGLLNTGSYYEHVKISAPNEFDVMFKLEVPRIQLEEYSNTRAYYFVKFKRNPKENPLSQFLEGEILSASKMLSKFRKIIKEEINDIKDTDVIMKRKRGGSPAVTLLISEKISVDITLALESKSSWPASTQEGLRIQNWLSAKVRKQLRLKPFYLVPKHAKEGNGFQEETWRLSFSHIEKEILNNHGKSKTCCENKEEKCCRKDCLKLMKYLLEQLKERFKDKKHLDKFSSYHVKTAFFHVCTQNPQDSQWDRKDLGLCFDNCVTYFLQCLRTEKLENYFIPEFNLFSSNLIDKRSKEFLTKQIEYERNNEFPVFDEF
mcGAS inh = cyclic GMP-AMP synthase inhibitors, mouse, primary biochemical chemiluminescence. inhibition, % at 12.5 µM. AID 1259399, 2018. 160,000 compounds, 0.15% hits. Q8C6L5. recombinant cGAS, Kinase-Glo ATP depletion luminescence;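 further: 0% = negative control wells and 100% = reference inhibitor with no enzyme activity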
NPYLR7 ag = agonists of mosquito NPYLR7 receptor, primary screen, cell-based, Aedes aegypti, calcium fluorescence, mosquito biting behavior; HEK293T NPYLR7/Galpha15, GCaMP6s calcium fluorescence; activation, % at 10 µM; 270,000 compounds, 0.15% hits; in the data active means activation above about 40%;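 further: 0% = vehicle and 100% = reference agonist at the receptor; some compounds past the cut are filed as inactive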
Numbers without * were called inactive; / = not tested or not shown; & = joins results of further samples. Unless noted, no stated cut-off is given here; in the data, active means inhibition above about 40%; inactive means the rest.

nr	compound	mcGAS inh	NPYLR7 ag	hcGAS inh
1	C=CCn1c(=O)c2c(nc3n2CC(C)CN3c2ccc(Cl)cc2)n(C)c1=O (stereo not given)	/	-0.7	-3.6
2	O=C(NCc1ccco1)c1csc(COc2cccc(F)c2)n1	-4.6	-4.1	-1.2
3	CC1=NN(CC(=O)NCc2cc(-c3ccco3)on2)CC1	/	21.7	-4.6
4	CC(NC(=O)Cc1ccc2c(c1)CCCC2)c1ccncc1 (stereo not given)	/	6.7	-12.1
5	CCCCCn1c(=O)c2c(nc3n2CCCN3c2ccc(OC)cc2OC)n(C)c1=O	-5.7	7.5	-3.0
6	Cc1ccc(CCNC(=O)c2cc(C3CC3)[nH]n2)o1	/	3.9	-6.8
7	Cc1cc(O)c(C(c2ccccc2)N2CCC(C)CC2)c(=O)n1Cc1ccccn1 (stereo not given)	/	10.6	3.0
8	CCc1ccc(C(=O)CSc2nnc(-c3cccs3)n2C2CC2)s1	/	1.4	-3.1
9	Cc1cccc(-n2c(-c3ccc(Cl)cc3)cc(C(=O)N3CCN(C(=O)CCl)CC3)c2C)c1	-0.2	-4.1	4.5
10	COc1cccc(-c2ccnc(-n3ncc(C(=O)N4CCN(c5ccccc5)CC4)c3C3CC3)n2)c1	-11.8	15.8	-9.4
11	CCc1nnc(-c2cc3ccccc3n2CC(=O)Nc2ccc(C)cc2C)o1	-9.7	-2.3	-7.2
12	Cn1c(=NN=Cc2ccc(F)c(F)c2)sc2ccccc21	-4.9	3.7	-6.4
13	Cc1cc(C)cc(OCCN(C)C(=O)Cc2c(C)[nH]c(=O)[nH]c2=O)c1	-9.9	4.4	-9.0
14	C=CCN(Cc1cnc(S(=O)(=O)Cc2ccccc2)n1CCOC)C(=O)Cc1ccccc1	/	-2.6	2.9
15	CC(C)N(Cc1ccccc1)Cn1nc2n(C)c(=O)c3ccccc3n2c1=S	-6.6	13.0	-0.2
16	N#Cc1ccc(S(=O)(=O)Nc2ccc(Br)cc2F)cc1	-4.8	4.5	-7.5
17	Cn1c(NCCO)nc2ccccc21	/	8.3	-4.5
18	CC(Sc1nc2ccc(F)cc2c(=O)[nH]1)C(=O)NC(=O)NCc1ccccc1 (stereo not given)	-8.4	0.8	-4.7
19	CCOC(=O)CC1(O)C2CC3CC(C2)CC1C3 (stereo not given)	-5.1	/	-9.3
20	Cc1nn(-c2ccccc2F)c(C)c1CC(=O)Nc1nnc(C2CC2)s1	-3.0	-6.0	5.1
21	COCCc1noc(-c2sc(-c3ccc(Cl)s3)nc2C)n1	/	-6.7	-8.2
22	CCOc1cccc(CNCc2ccccc2OC)c1	/	0.7	0.2
23	O=C(c1ccccc1)N1CCN(c2cc(Oc3ccccc3)ncn2)CC1	-8.1	/	-8.9
24	COc1ccc(S(=O)(=O)N(Cc2ccco2)Cc2cc3ccccc3o2)cc1	-3.9	-6.2	-3.0
25	Cc1cccc(N2CCN(c3cc(C)nc4c(-c5ccccc5)c(C(F)(F)F)nn34)CC2)n1	-8.2	-4.5	0.2
26	Cc1cc(C)c(-n2cccn2)c(-c2nccn2CCN2CCOC2=O)c1	-19.0	24.1	1.5
27	Cn1ccnc1-c1ccc(NCC[C@@H]2C[C@@H]3C=C[C@H]2C3)nn1	-7.3	-0.8	-3.4
28	CN1c2cnc(N)nc2-c2sccc2S1(=O)=O	-8.3	-7.3	-1.3
29	C=CCn1c(SCC(=O)O)nc2sc3c(c2c1=O)CCCC3	-6.4	15.3&25.7	-7.4&-3.5
30	Cc1ccc(-c2cc(C(=O)N3CCN(c4cccc(C)c4C)CC3)c3ccccc3n2)cc1	-7.7	2.9	-8.0
31	Cc1cc(C)n2c(NC3CCCCC3)c(-c3ccc(F)cc3)nc2n1	-5.9	2.0	-4.3
32	Cc1ccc(-c2cccc(C(=O)N3CCCC(Nc4ccccc4)C3)c2)o1 (stereo not given)	-10.6&-4.2	21.3&-5.4	-11.0&-7.1
33	COc1cccc(-c2nccn2CC(C)Oc2cccnc2)c1OC (stereo not given)	/	5.4	-5.1
34	O=C(Nc1ccc(F)cc1)C(=O)c1c(O)[nH]c2ccc([N+](=O)[O-])cc12	/	-3.3	5.1
35	O=P(c1ccccc1)(c1ccccc1)c1ccccc1	/	15.2	-2.2
36	O=[N+]([O-])c1ccc(CN2CCCn3cccc3C2c2cccc(Oc3ccccc3)c2)cc1 (stereo not given)	-5.8	10.6	-7.3
37	Cc1nc(-n2nc(-c3ccco3)cc2NC(=O)C2CC2)[nH]c(=O)c1C	/	2.0	6.2
38	CC(C)C(C)(C#N)NC(=O)Cn1cc(-c2ccccc2)cn1 (stereo not given)	/	8.3	-4.5
39	COCC1N(Cc2ccc(Oc3ccccc3)cc2)C2CCC1(O)CC2 (stereo not given)	-3.0	0.7	2.3
40	CCOC(=O)c1cc(-c2ccc(N3CCN(C(=O)c4cc(C)oc4C(F)(F)F)CC3)cc2)n(-c2ccccn2)n1	-8.2	21.7	-3.4

Among those listed so far, these have a halogen:
nr	compound	mcGAS inh	NPYLR7 ag	hcGAS inh
1	C=CCn1c(=O)c2c(nc3n2CC(C)CN3c2ccc(Cl)cc2)n(C)c1=O (stereo not given)	/	-0.7	-3.6
2	O=C(NCc1ccco1)c1csc(COc2cccc(F)c2)n1	-4.6	-4.1	-1.2
9	Cc1cccc(-n2c(-c3ccc(Cl)cc3)cc(C(=O)N3CCN(C(=O)CCl)CC3)c2C)c1	-0.2	-4.1	4.5
12	Cn1c(=NN=Cc2ccc(F)c(F)c2)sc2ccccc21	-4.9	3.7	-6.4
16	N#Cc1ccc(S(=O)(=O)Nc2ccc(Br)cc2F)cc1	-4.8	4.5	-7.5
18	CC(Sc1nc2ccc(F)cc2c(=O)[nH]1)C(=O)NC(=O)NCc1ccccc1 (stereo not given)	-8.4	0.8	-4.7
20	Cc1nn(-c2ccccc2F)c(C)c1CC(=O)Nc1nnc(C2CC2)s1	-3.0	-6.0	5.1
21	COCCc1noc(-c2sc(-c3ccc(Cl)s3)nc2C)n1	/	-6.7	-8.2
25	Cc1cccc(N2CCN(c3cc(C)nc4c(-c5ccccc5)c(C(F)(F)F)nn34)CC2)n1	-8.2	-4.5	0.2
31	Cc1cc(C)n2c(NC3CCCCC3)c(-c3ccc(F)cc3)nc2n1	-5.9	2.0	-4.3
34	O=C(Nc1ccc(F)cc1)C(=O)c1c(O)[nH]c2ccc([N+](=O)[O-])cc12	/	-3.3	5.1
40	CCOC(=O)c1cc(-c2ccc(N3CCN(C(=O)c4cc(C)oc4C(F)(F)F)CC3)cc2)n(-c2ccccn2)n1	-8.2	21.7	-3.4

Additional records follow.
nr	compound	mcGAS inh	NPYLR7 ag	hcGAS inh
41	O=C(Cc1ccc(F)cc1)N1CCC(Cc2ccc(-c3ccccc3)cc2)CC1	-3.5	-1.3	-2.8
42	COc1ccc(CC(=O)Nc2cc(C)nn2-c2nc3c(c(=O)[nH]2)CCC3)cc1	-7.0	7.4	-8.5
43	CC(C)c1cccc(N(C)S(=O)(=O)CC2CCOCC2)c1	/	14.6	-10.7
44	CCc1cccc2c(C(CC(=O)NCc3ccco3)c3cccc4c3OCO4)c[nH]c12 (stereo not given)	-4.9	21.0	-6.3
45	Cc1cnc(SCCN2CCOCC2)nc1C1CCCN(C(=O)c2noc3c2CCCC3)C1 (stereo not given)	-11.6	18.8	-8.8
46	Cn1cnc2c(Nc3ccc4[nH]ccc4c3)nccc21	-2.9	-5.0	2.2
47	COC1C=CCC(C#N)(c2ccccc2)C1(C#N)C#N (stereo not given)	/	7.1	-6.9
48	CCC(C)NC(=O)NC1CC(=O)N(c2ccc(OC)c(OC)c2)C1 (stereo not given)	-9.1	-1.3	-7.3
49	c1ccc2c(N3CCOCC3)nc(-c3ccncc3)nc2c1	/	0.2	-14.8
50	COC(=O)/C(=C1/OC(=O)C(c2ccccc2)=C1O)c1ccccc1	-3.3	3.7	8.1
51	O=S(=O)(NCc1ccccc1)NCc1ccccn1	/	1.2	-2.0
52	COc1ccccc1NC(C(=O)N(C)C)c1ccccc1 (stereo not given)	/	-2.5	-3.5
53	Cc1ccc(C2=NN(C(=O)CN3CCCC3)C(c3ccccc3F)C2)cc1 (stereo not given)	-6.3	-4.4	-4.4
54	COc1cccc(C(=O)Nc2ccc(Nc3ccc(-n4ccc(C)n4)nn3)cc2)c1	-9.3	-2.9	-7.2
55	Cc1csc2c(N3CCNC(C(=O)NCc4ccccn4)C3)ncnc12 (stereo not given)	-15.9	1.1	-2.7
56	Cc1csc(CN2CCOC(CCNC(=O)C3CNC3)C2)n1 (stereo not given)	-0.9	2.7	2.0
57	FC(F)(F)c1cccc(N2CCN(C3CCCN(CCc4ccccn4)C3)CC2)c1 (stereo not given)	/	7.9	0.1
58	Cc1ccc(C)c(Cn2c(=O)c3c(nc4n(CCCN5CCOCC5)c(C)cn34)n(C)c2=O)c1	/	-1.3	1.6
59	CN(Cc1ccc(Cl)s1)C(=O)Nc1ccc(N(C)C)nc1	/	-15.9	-5.4
60	CC1(C)Cc2c(cnn2-c2ccccc2)C(NC(=O)c2cccc(N3CCCC3=O)c2)C1 (stereo not given)	-3.1	-16.4	1.3
61	CC(C)c1cc(C(=O)Nc2sccc2C#N)nn1C(C)(C)C	/	0.5	-6.5
62	CCCCn1c(N)c(NCCC)c(=O)[nH]c1=O	/	-8.3	-6.5
63	Cc1ccccc1C(CC(=O)N1CCNC(=O)C1(C)C)c1ccccc1 (stereo not given)	/	6.5	-7.1
64	Cc1ccc(CNC(=O)c2nnc(/C(Cl)=C\c3ccc(C)s3)s2)cc1	-16.0	-1.0	-2.1
65	CC1Oc2c(C(=O)NCc3ccccc3Cn3ccnc3)cccc2C1C (stereo not given)	/	-1.9	1.1
66	COc1ccc(C(NC(=O)c2c(O)cccc2O)c2ccncc2)cc1 (stereo not given)	/	-0.9	-5.6
67	C=CCn1c(-c2c(C)oc3ccccc23)csc1=NS(=O)(=O)c1ccccc1	-3.2	-2.9	-2.0
68	COc1ccccc1N1CCN(C(=O)c2cccs2)CC1	/	4.2	-3.9
69	Fc1ccc(Nc2nc(-c3ccco3)nc3ccccc23)cc1	-4.8	-2.0	-4.6
70	COc1ccc(OC)c(CN(Cc2cccnc2)CC2CCN(C3CCCC3)CC2)c1	-1.7	-8.3	-0.3
71	CCc1cnc2c(c1SCC(=O)Nc1nc(C)cs1)c(=O)n(C)c(=O)n2C	-1.1	-6.2	-1.0
72	CC(=O)C(C)n1c(=O)c2c(nc3n(-c4ccc(C)c(C)c4)c(C)c(C)n23)n(C)c1=O (stereo not given)	/	4.1	3.8
73	Cc1nc2sc(C)c(C)n2c(=O)c1NC(=O)c1ccc(-c2ccccc2)cc1	/	14.4	-2.7
74	CSCC(CCO)Nc1nc(-c2ccccn2)nc2c1CCC2 (stereo not given)	-11.8	-7.0	-3.9
75	Cc1[nH]c(=O)[nH]c1C	/	0.0	3.5
76	O=c1c2cnc(N3CCCCC3)nc2ccn1-c1ccc(F)cc1	-8.4	1.3	-5.3
77	CCCc1cc(C(=O)NCc2cc(C)cc3c(C)c(C)[nH]c23)no1	/	3.5	-2.4
78	CC1=C(C(=O)OCc2ccccc2)C(c2ccc(Br)s2)NC(=O)N1C (stereo not given)	1.1	-3.7	5.7
79	CCc1cc(C(=O)N2CCC(O)(CN3CCOCC3)C(C)(C)C2)cc(=O)[nH]1 (stereo not given)	-5.2	/	-9.5
80	CCOC(=O)C1CCCN(C(=O)c2ccc(CSc3nc(COC)cc(N4CCN(C(C)=O)CC4)n3)o2)C1 (stereo not given)	-5.1	5.8	-4.3

Record cards (already shown).
Cn1ccnc1-c1ccc(NCC[C@@H]2C[C@@H]3C=C[C@H]2C3)nn1 across the screens: mcGAS inh: -7.3; NPYLR7 ag: -0.8; hcGAS inh: -3.4
O=C(c1ccccc1)N1CCN(c2cc(Oc3ccccc3)ncn2)CC1 across the screens: mcGAS inh: -8.1; NPYLR7 ag: /; hcGAS inh: -8.9

Next results.
nr	compound	mcGAS inh	NPYLR7 ag	hcGAS inh
81	CCc1ccc(C(=O)N2CCN(c3cn[nH]c(=O)c3Cl)CC2)cc1	/	7.8	-16.3
82	OC(CN1CCN(c2cc(C(F)(F)F)nc(-c3ccccn3)n2)CC1)C1CCCO1 (stereo not given)	/	11.2	-6.3
83	CC(C)c1nc(CCNC(=O)C2CC2c2cccc(O)c2)cs1 (stereo not given)	/	1.4	-4.4
84	CC(=O)N1N=C(c2ccc(O)cc2)CC1c1ccc(OCc2ccccc2)cc1 (stereo not given)	-3.8	9.9	1.7

This is a random part of the collection (roughly 0.29% active in at least one column).
